OTUD3 block: inhibitors of human OTUD3 deubiquitinase | 47,000 tested, 0.7% active | inhibition, % at 25 µM | AID 1645858, 2021 | purified OTUD3, Ub-rhodamine fluorescence, 2 h
Target sequence (Q5T2D3 whole entry, looked up): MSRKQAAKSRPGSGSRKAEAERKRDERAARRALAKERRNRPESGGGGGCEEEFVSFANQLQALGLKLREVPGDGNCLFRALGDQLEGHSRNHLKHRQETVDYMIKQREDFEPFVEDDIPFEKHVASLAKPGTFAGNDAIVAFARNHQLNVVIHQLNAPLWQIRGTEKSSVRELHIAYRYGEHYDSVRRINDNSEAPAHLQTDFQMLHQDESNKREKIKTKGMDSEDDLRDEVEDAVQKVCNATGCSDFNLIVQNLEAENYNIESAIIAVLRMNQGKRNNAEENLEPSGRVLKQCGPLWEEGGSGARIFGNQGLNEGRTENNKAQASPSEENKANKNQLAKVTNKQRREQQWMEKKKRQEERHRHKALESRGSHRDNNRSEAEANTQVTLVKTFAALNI
USP28 block: inhibitors of human USP28 deubiquitinase | Ubiquitin carboxyl-terminal hydrolase 28 (Homo sapiens), Q96RU2 | purified USP28, Ub-rhodamine cleavage fluorescence, 30 min | inhibition, % at 25 µM | 47,000 tested, 3% active | AID 1645857, 2021
USP7 inh: inhibitors of human USP7 deubiquitinase; inhibition, % at 20 µM; purified USP7, Ub-rhodamine cleavage fluorescence; 47,000 tested, 0.3% active; AID 1645854, 2021
USP30 block: inhibitors of human USP30 deubiquitinase | Ubiquitin carboxyl-terminal hydrolase 30 (Homo sapiens), Q70CQ3 | purified USP30, Ub-rhodamine cleavage fluorescence | inhibition, % at 25 µM | 47,000 tested, 5.3% active | AID 1645860, 2021
Target sequence (Q70CQ3 whole entry, looked up): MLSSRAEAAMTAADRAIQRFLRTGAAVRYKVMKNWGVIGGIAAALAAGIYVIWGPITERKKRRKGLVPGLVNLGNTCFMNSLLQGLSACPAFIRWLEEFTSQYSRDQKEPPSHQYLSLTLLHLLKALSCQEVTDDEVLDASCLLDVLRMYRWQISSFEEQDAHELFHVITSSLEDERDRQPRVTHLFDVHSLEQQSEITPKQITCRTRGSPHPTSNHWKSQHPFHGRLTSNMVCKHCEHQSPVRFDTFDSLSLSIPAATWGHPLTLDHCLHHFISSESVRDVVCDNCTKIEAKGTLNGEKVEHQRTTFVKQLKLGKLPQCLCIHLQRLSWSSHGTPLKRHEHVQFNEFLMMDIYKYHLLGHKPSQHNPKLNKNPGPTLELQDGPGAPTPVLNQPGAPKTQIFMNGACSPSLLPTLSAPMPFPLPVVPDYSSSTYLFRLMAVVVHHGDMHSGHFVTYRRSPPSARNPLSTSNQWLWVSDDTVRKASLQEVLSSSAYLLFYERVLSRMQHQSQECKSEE
UCHL1 block: inhibitors of human UCHL1 deubiquitinase; Ubiquitin carboxyl-terminal hydrolase isozyme L1 (Homo sapiens), P09936; purified UCHL1, Ub-rhodamine cleavage fluorescence; inhibition, % at 20 µM; 47,000 tested, 0.2% active
USP8 block: inhibitors of human USP8 deubiquitinase; 47,000 tested, 4.2% active; AID 1645853, 2021; Ubiquitin carboxyl-terminal hydrolase 8 (Homo sapiens), P40818; purified USP8, Ub-rhodamine cleavage fluorescence, 30 min; inhibition, % at 20 µM
USP17 block: inhibitors of human USP17 deubiquitinase | 47,000 tested, 6.5% active | Ubiquitin carboxyl-terminal hydrolase 17-like protein 5 (Homo sapiens), A8MUK1 | purified USP17, Ub-rhodamine cleavage fluorescence, 3 h | inhibition, % at 50 µM
USP10 inh: inhibitors of human USP10 deubiquitinase. Ubiquitin carboxyl-terminal hydrolase 10 (Homo sapiens), Q14694. purified USP10, Ub-rhodamine fluorescence, 60 min. inhibition, % at 20 µM. 47,000 tested, 1.1% active
Numbers without * were called inactive; i = inactive; · = not tested or not shown. Cut-off read from the data, not from the text of the source: active = inhibition above about 30%; inactive = the rest.

SMILES	OTUD3 block	USP28 block	USP7 inh	USP30 block	UCHL1 block	USP8 block	USP17 block	USP10 inh
CCc1cc(C2CCCN2C(=O)NCc2ccc(F)cc2)on1 (stereo not given)	-8.6	-7.3	-16.9	-9.7	-5.0	9.0	-8.2	0.1
COc1ccc(-n2ccnc(SCc3ccc(Cl)cc3)c2=O)cc1	-0.6	35.8*	2.2	15.3	4.2	0.4	33.4*	12.2
CC(=O)N1Cc2c(C(=O)Nc3cncc(F)c3)c3cccnc3n2CC1C (stereo not given)	-5.9	-6.2	-4.9	-55.8	-4.9	-1.1	-9.1	-9.1
COc1ccc(Cl)cc1NCc1nc2nc(C)c(C)c(=O)n2[nH]1	-6.7	-6.6	2.9	11.5	-1.7	-7.5	1.2	-8.5
O=C(Cn1nc(C2CC2)cc1C(=O)N1CCCC1)NCc1ccc(F)cc1	-2.5	-8.2	-16.1	2.0	-0.7	-3.1	-5.9	-1.2
O=C1c2ccccc2NC(c2ccc(O)cc2)N1Cc1ccc2c(c1)OCO2 (stereo not given)	-1.6	15.1	5.4	-1.0	4.0	9.5	3.5	6.0
O=c1ccc(/C=C/c2ccccc2)nn1Cc1ccccc1Cl	16.8	18.2	2.1	-265.5	10.5	13.1	18.0	12.2
C=Cc1ccc(Cn2c(C(=O)O)c(CNC3CCN(C(=O)OCC)CC3)c3ccccc32)cc1	-10.8	-8.1	-7.4	-19.7	-4.2	-16.2	·	-5.5
O=C(c1cccc2c1OCCCO2)N1CCSCC1	1.3	3.2	-2.9	7.0	-2.1	1.7	8.1	-2.6
O=C(CCC1CCCN(c2cc(NC3CC3)ncn2)C1)N1CCC2(CC1)OCCO2 (stereo not given)	-7.4	-9.9	-9.6	-14.1	-1.3	-45.5	-6.8	-5.9
O=C(NCc1cc(-c2ccc(Cl)cc2)on1)C1CC1	-5.8	2.3	-4.4	-310.0	-3.2	-7.6	·	-9.2
Cc1cc(C)cc(NC(=O)CCn2nc(C)c(S(=O)(=O)N3CCOCC3)c2C)c1	-15.9	-10.2	-1.6	-8.9	-2.4	-30.0	-19.8	1.6
O=C(NC1CC1)c1ccnn1-c1ccc2ccc(-c3ccncc3)cn12	-212.3	-241.0	-55.0	i	-58.4	-313.6	-191.8	-1.1
CCc1ccc(S(=O)(=O)Nc2ccc3[nH]ncc3c2)cc1	0.5	9.4	3.8	-0.1	1.4	34.9*	7.3	0.8
O=C(Nc1ccc(N2CCN(C3CCCCC3)C2=O)nc1)C1CCCC1	-3.4	-5.8	2.5	-9.1	-0.9	-40.1	-8.6	-3.6
COc1cc(OC)c(-c2csnn2)cc1OC	-8.9	-6.6	0.0	-15.1	-1.9	-42.3	-7.4	0.2
COc1ccc(-c2nc(-c3ccc(OC)cc3)c(S(=O)(=O)CC(=O)Nc3ccc(F)cc3)[nH]2)cc1	-3.3	-18.8	-1.2	30.0*	1.7	-7.3	-1.6	10.4
O=C(COc1ccccc1C(=O)O)NC1CCCc2ccccc21 (stereo not given)	12.7	20.8	6.4	29.7	2.9	14.0	10.2	8.8
COc1ccc(CNc2nccn(-c3ccc4c(c3)OCO4)c2=O)cc1OC	1.9	-2.6	0.1	-2.2	1.3	4.7	1.6	-0.4
CC(=O)Nc1ccc(C(=O)Nc2cccc(-c3noc(C)n3)c2)cc1	1.2	·	4.4	·	0.5	3.7	48.5*	6.0
CCOc1nccnc1NC1CCN(C(=O)c2ccn(CC)n2)CC1	8.5	3.6	4.7	12.5	3.6	1.8	5.7	-1.4
O=C(Nc1nc2c(s1)CN(C(=O)Nc1ccc(Cl)c(Cl)c1)CC2)c1cnccn1	-16.5	-9.9	-3.9	-63.1	-0.1	-232.2	-26.9	-1.9
O=C(CSc1nnc2n1CCN2c1ccccc1)Nc1ccc(OC(F)(F)F)cc1	18.0	8.9	6.1	29.4	5.9	21.4	24.1	2.2
O=C(Cn1nc2ccc(C(=O)NCc3ccccc3)cn2c1=O)Nc1ccc2c(c1)OCO2	2.8	8.0	1.8	-21.9	1.4	0.5	52.2*	12.4
Cc1cc(C)cc(NC(=O)N2CCc3[nH]cnc3C2c2ccncc2)c1 (stereo not given)	-4.4	0.4	2.7	-1.4	-1.7	-2.1	-0.8	1.5
COCCNC(=O)CCCn1c(=O)c2cc(OC)c(OC)cc2n(CC(=O)c2ccc(Cl)cc2)c1=O	5.4	0.4	3.5	15.5	-1.1	6.7	·	0.5
COc1cccc(NC(=O)C2Cn3ccnc3C3(CCN(C(C)=O)CC3)O2)c1 (stereo not given)	32.3*	-15.2	-2.5	-42.0	-4.1	-55.4	-20.3	-0.2
COc1ccc2[nH]cc(C(=O)c3ccc(F)cc3)c(=O)c2c1	-1.1	·	3.9	·	-1.7	1.9	8.8	0.9
COc1ccc(Cl)cc1NC(=O)COC(=O)c1cc2ccccc2oc1=O	-1.6	-2.5	8.6	-1.4	-0.3	70.4*	3.8	11.0
Cc1ccc(S(=O)(=O)CC(O)COc2ccc(C#N)cc2)c(C)c1 (stereo not given)	-7.3	-12.9	-3.1	-10.7	0.3	4.1	-12.7	0.0
Cc1c(C)c2ccc(OCC(=O)N3CCC4(O)CCCCC4C3)c(C)c2oc1=O (stereo not given)	12.6	10.5	-15.1	29.8	2.4	14.7	19.3	-3.6
Cc1ccc(-c2nc(C(=O)Nc3ccccc3C#N)c3n2CCCCC3)cc1	-4.7	-8.6	2.9	-29.3	-0.7	-4.5	-9.9	-4.8
O=C(Nc1cccc2ccccc12)C1CCN(c2ccc(-c3ccc(F)cc3)nn2)CC1	0.9	·	·	·	0.9	3.1	44.1*	20.1
O=C1OC[C@@H]2CCN(Cc3nccs3)C[C@H]2N1Cc1ccccc1	7.1	·	0.0	·	-0.8	-1.8	-8.1	-0.3
Cn1c(=O)c2c(ncn2CC(=O)OCCCC(c2ccc(F)cc2)c2ccc(F)cc2)n(C)c1=O	2.0	12.2	-11.8	22.5	5.6	-11.3	-3.8	6.1
Cc1cccc(C2=NC3(CCN(CC(=O)NCc4ccc(Cl)cc4)CC3)NC2=O)c1	-8.9	7.2	-38.4	1.5	0.4	-223.2	-28.5	-2.3
COc1cccc(CNc2nc(-c3ccccc3)no2)c1	0.0	15.6	-5.1	-6.7	-0.2	1.4	-1.7	-8.6
Cc1ccc(NC(=O)c2cc(=O)n(C)c3c2c(=O)n(C)c(=O)n3C)cc1F	7.1	0.3	4.6	0.0	-0.1	13.6	5.6	-0.9
CC(C)CC1NC(=O)C2CC(O)CN2C1=O (stereo not given)	12.9	19.7	8.7	37.1*	3.4	11.7	19.0	0.0
CCN1C[C@H]2CCN(C(=O)Cc3ccc(OC)cc3)CC[C@H]2S1(=O)=O	17.7	6.5	3.2	3.5	1.4	-130.5	-10.1	-0.4
CNC(=O)CN1CC2(CCN(Cc3ccccc3)CC2)COc2ccccc2S1(=O)=O	4.2	12.9	3.0	19.1	0.4	13.8	13.3	-1.3
O=C(NC1CCCc2ccccc21)c1cc(CN2CCOCC2)on1 (stereo not given)	2.9	·	-1.2	·	-1.9	-6.3	4.0	-4.1
N#Cc1ccc(Cl)cc1NC(=O)CSc1ncccc1C(=O)O	6.2	4.2	0.9	10.7	0.7	0.4	8.6	0.1
Cc1ccc2oc(SCC(=O)NC(c3ccccc3)c3ccccc3)nc2n1	5.6	-2.8	2.0	0.5	0.8	-68.8	-15.5	1.7
CC(=O)Nc1ccc(OCC(=O)N2CCN(c3ccc(F)cc3)CC2)nc1	-0.2	-0.3	0.2	-5.8	0.0	9.1	-0.2	-2.1

9 of the compounds above, with the structure last:
OTUD3 block | USP28 block | USP7 inh | USP30 block | UCHL1 block | USP8 block | USP17 block | USP10 inh | smiles
0.0 | 15.6 | -5.1 | -6.7 | -0.2 | 1.4 | -1.7 | -8.6 | COc1cccc(CNc2nc(-c3ccccc3)no2)c1
7.1 | 0.3 | 4.6 | 0.0 | -0.1 | 13.6 | 5.6 | -0.9 | Cc1ccc(NC(=O)c2cc(=O)n(C)c3c2c(=O)n(C)c(=O)n3C)cc1F
12.9 | 19.7 | 8.7 | 37.1* | 3.4 | 11.7 | 19.0 | 0.0 | CC(C)CC1NC(=O)C2CC(O)CN2C1=O (stereo not given)
17.7 | 6.5 | 3.2 | 3.5 | 1.4 | -130.5 | -10.1 | -0.4 | CCN1C[C@H]2CCN(C(=O)Cc3ccc(OC)cc3)CC[C@H]2S1(=O)=O
4.2 | 12.9 | 3.0 | 19.1 | 0.4 | 13.8 | 13.3 | -1.3 | CNC(=O)CN1CC2(CCN(Cc3ccccc3)CC2)COc2ccccc2S1(=O)=O
2.9 | · | -1.2 | · | -1.9 | -6.3 | 4.0 | -4.1 | O=C(NC1CCCc2ccccc21)c1cc(CN2CCOCC2)on1 (stereo not given)
6.2 | 4.2 | 0.9 | 10.7 | 0.7 | 0.4 | 8.6 | 0.1 | N#Cc1ccc(Cl)cc1NC(=O)CSc1ncccc1C(=O)O
5.6 | -2.8 | 2.0 | 0.5 | 0.8 | -68.8 | -15.5 | 1.7 | Cc1ccc2oc(SCC(=O)NC(c3ccccc3)c3ccccc3)nc2n1
-0.2 | -0.3 | 0.2 | -5.8 | 0.0 | 9.1 | -0.2 | -2.1 | CC(=O)Nc1ccc(OCC(=O)N2CCN(c3ccc(F)cc3)CC2)nc1

The list continues:
SMILES	OTUD3 block	USP28 block	USP7 inh	USP30 block	UCHL1 block	USP8 block	USP17 block	USP10 inh
O=C(COc1ccc(C(=O)Nc2ccc(F)cc2)cc1)Nc1ccc(Cl)cc1	-8.4	-12.5	3.7	8.0	-5.0	-3.1	·	17.2
O=C(NCc1ccco1)c1ccc2c(=O)n(Cc3ccco3)c(=O)[nH]c2c1	14.7	19.6	-12.7	-22.3	4.2	0.8	40.2*	2.1
COc1cccc(CNC(=O)CC(c2ccc(F)cc2)n2cccc2)c1 (stereo not given)	-11.8	-40.4	-9.6	-141.0	-6.6	-7.0	-48.0	-7.2
Cc1cc(-c2nnc(CN3CCN(c4ccc(C(F)(F)F)cn4)CC3)o2)c(C)o1	-7.6	-8.7	-13.7	-18.1	-2.9	17.7	-3.2	-3.0
CCC(=O)N1CCc2c(C(=O)NCc3ccc(N4CCN(C)CC4)cc3)cccc21	13.1	18.1	-0.1	28.3	0.0	8.6	8.3	-2.3
CCn1ccc(C(=O)N2CCCn3nc(-c4ccncc4)cc3C2)n1	13.4	13.5	1.6	19.4	0.3	5.5	2.8	-1.2
COCCn1c(=O)[nH]c2cc(C(=O)NCCNc3ccc([N+](=O)[O-])cc3C#N)ccc2c1=O	4.8	3.0	10.7	-7.1	4.8	55.6*	53.7*	26.6
Cc1ccc(NC(=O)Cc2nnc(SCC(=O)c3ccccc3)n2C)cc1C	-3.7	-2.6	0.5	0.0	0.9	-27.9	-4.3	1.8
O=C(NCCc1cccnc1)c1nc2c(s1)CCCN2C(=O)C1CC1	18.2	21.4	3.2	18.3	1.0	-16.2	4.4	-2.8
Cn1nc(C(=O)N2CCCC2)c2c1CCN(C(=O)CCC(=O)NCc1ccc(F)cc1)C2	-9.8	-24.4	-7.3	-25.2	-5.5	-22.4	·	-2.7
Clc1cccc(CNc2cc(-n3ccnc3)ncn2)c1	-9.7	28.2	-9.6	-26.9	-4.9	-33.9	-20.2	-3.6
Cc1nc2cc(C(=O)NCc3ccccc3O)ccc2n1C	-6.2	·	3.8	·	-0.1	0.5	-14.5	-0.7
c1ccc(N2CCN(c3c4c(nc5ncnn35)CCC4)CC2)cc1	0.4	4.6	-2.6	3.0	0.0	-28.3	-8.5	-2.0
COc1ccc(-n2cc(C(=O)c3cccc(Oc4ncc(C(F)(F)F)cc4Cl)c3)nn2)cc1	-1.0	-8.6	0.9	-3.3	-4.4	-0.6	9.0	0.2
Cc1cc(C)nc(NS(=O)(=O)c2ccc(F)c3ccccc23)c1	6.0	11.0	0.1	11.9	2.1	1.2	1.1	2.9
CCCNc1cc(N2CCCC(CCC(=O)N3CCN(C)CC3)C2)ncn1 (stereo not given)	-2.7	-10.3	0.4	-18.3	0.3	-156.4	-14.6	-0.8
COc1cccc(NC(=O)CSc2nccn2C2CCCCC2)c1	17.2	25.9	-11.7	25.8	4.0	24.2	·	3.1
O=C(c1ccco1)N1CCCC(c2cc(-c3ccccc3)n[nH]2)C1 (stereo not given)	-6.5	-11.3	-5.9	5.3	-1.2	-2.4	·	5.8
O=c1[nH]c(=O)n(-c2ccccc2)c2c1CN(C1CCCC1)CN2	-0.1	-8.3	-0.9	-7.2	-3.1	0.2	1.5	-2.9
Cc1ccc(NC(=O)CCc2c(C)nc3nc[nH]n3c2=O)cc1Cl	7.8	4.3	4.3	16.7	5.6	11.3	10.5	4.2
Cc1cccc(NC(=O)c2cc(-c3cnc(-c4ccnn4C)nc3)cn2C)c1	0.0	0.2	11.5	-7.8	10.5	-136.5	-15.7	4.5
CCc1ccc(CNC(=O)C2CCc3nc(N4CCN(C(C)=O)CC4)sc3C2)cc1 (stereo not given)	-2.3	10.3	-4.5	-4.2	0.2	-10.4	-17.3	-1.4

Screens (PubChem)
